PAFAH1B2 FP inh – inhibitors of human PAFAH1B2 | P68402 | recombinant PAFAH1B2, FP-rhodamine activity probe, fluorescence polarization | inhibition, % at 3.39 µM | 1.2% of 340,000 active | AID 492953;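 active means inhibition above the mean of all tested compounds plus 3 SD, cut at about 24% in these data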;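 further: 0% = enzyme with DMSO and 100% = wells lacking PAFAH1B2; many of its hits are not listed in these tables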
Target sequence (P68402 whole entry, looked up): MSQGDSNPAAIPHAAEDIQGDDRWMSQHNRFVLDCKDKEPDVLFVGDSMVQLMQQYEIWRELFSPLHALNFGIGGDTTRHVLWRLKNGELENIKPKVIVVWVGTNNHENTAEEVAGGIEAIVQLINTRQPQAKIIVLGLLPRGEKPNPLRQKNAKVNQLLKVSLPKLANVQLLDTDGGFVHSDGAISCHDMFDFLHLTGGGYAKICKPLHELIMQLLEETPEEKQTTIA
PAFAH2 FP inh – PAFAH2 (human) inhibition; recombinant PAFAH2, FP-rhodamine activity probe, fluorescence polarization; 0.99% of 340,000 active; inhibition, % at 3.39 µM; AID 492956; Q99487;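 active means inhibition above the mean over all tested compounds plus 3 SD, cut at about 30% in these data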;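 further: inhibitors block probe labeling of enzyme so polarization drops; 0% = enzyme with DMSO and 100% = wells lacking PAFAH2 protein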
GSTO1 counter – blocks human GSTO1 in RBBP9 counter-screen. recombinant GSTO1, activity-based probe fluorescence polarization. 1.1% of 300,000 active. P78417. AID 1974. inhibition, % at 5.96 µM;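 active means inhibition above the campaign mean inhibition plus 3 SD, cut at about 35% in these data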;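 further: 0% = GSTO1-1 with DMSO and 100% = wells lacking GSTO1-1 enzyme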
Target sequence (P78417 whole entry, looked up): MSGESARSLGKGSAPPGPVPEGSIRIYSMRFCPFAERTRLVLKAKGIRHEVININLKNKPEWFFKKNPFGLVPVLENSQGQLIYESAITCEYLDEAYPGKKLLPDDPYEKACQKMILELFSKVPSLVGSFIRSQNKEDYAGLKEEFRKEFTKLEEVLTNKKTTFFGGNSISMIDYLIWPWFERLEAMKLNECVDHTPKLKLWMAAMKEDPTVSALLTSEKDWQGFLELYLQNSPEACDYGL
PAFAH1B3 FP inh – PAFAH1B3 (human) inhibition; recombinant PAFAH1B3, FP-rhodamine probe, fluorescence polarization; inhibition, % at 3.39 µM; Q15102; AID 492972; 0.28% of 340,000 active;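 active means inhibition above the screen-wide average of all tested compounds plus 3 SD, cut at about 25% in these data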;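 further: 0% = enzyme with DMSO only and 100% = wells lacking PAFAH1B3 protein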
Target sequence (Q15102 whole entry, looked up): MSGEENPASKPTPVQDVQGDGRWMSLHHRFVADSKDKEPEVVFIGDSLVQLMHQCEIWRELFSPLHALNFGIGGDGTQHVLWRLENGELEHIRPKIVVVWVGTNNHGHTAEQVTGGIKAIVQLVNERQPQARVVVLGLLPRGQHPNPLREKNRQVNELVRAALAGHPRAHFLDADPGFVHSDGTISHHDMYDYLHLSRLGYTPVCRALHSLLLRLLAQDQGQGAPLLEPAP
pPAFAH inh – inhibitors of human plasma PAF acetylhydrolase (pPAFAH) | Q13093 | recombinant pPAFAH, FP-rhodamine probe fluorescence polarization | inhibition, % at 3.39 µM | 1.5% of 330,000 active | AID 463082;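 active means inhibition above the mean inhibition across the screen plus 3 SD, cut at about 25% in these data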;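 further: inhibitors block binding of the rhodamine activity-based probe so polarization drops; 0% = enzyme with DMSO and 100% = wells lacking pPAFAH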
PME-1 primary – PME-1 (human) inhibition; inhibition, % at 5.9 µM; 0.53% of 320,000 active; recombinant PME-1, FP-Rh probe fluorescence polarization;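 active means inhibition above the campaign mean of all compounds plus 3 SD, cut at about 26% in these data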;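 further: competitive labeling of PME-1 active site by serine hydrolase directed probe; 0% = PME-1 with DMSO and 100% = wells lacking PME-1 enzyme; inhibitors block probe labeling so polarization falls and inhibition rises; many of its hits are not listed in these tables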
LYPLA1 inh – LYPLA1 (human) inhibition in PME1 counter-screen; recombinant LYPLA1, FP-Rh probe fluorescence polarization; inhibition, % at 5.9 µM; 0.16% of 320,000 active; AID 2174;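 active means inhibition above the mean of all tested compounds plus 3 SD, set per campaign, cut at about 14% in these data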;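 further: inhibitors block serine hydrolase probe labeling of LYPLA1 so polarization falls; 0% = enzyme with DMSO and 100% = wells lacking LYPLA1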
Target sequence (O75608 whole entry, looked up): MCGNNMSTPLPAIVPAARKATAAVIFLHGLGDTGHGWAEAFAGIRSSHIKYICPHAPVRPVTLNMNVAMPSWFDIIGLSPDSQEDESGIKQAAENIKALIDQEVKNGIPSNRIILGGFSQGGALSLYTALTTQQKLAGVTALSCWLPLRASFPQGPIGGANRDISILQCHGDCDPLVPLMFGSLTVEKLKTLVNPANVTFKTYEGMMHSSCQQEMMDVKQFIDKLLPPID
PAD4 FP inh – PAD4 (human) enzyme inhibition. recombinant PAD4, RCA probe fluorescence polarization. inhibition, % at 6.36 µM. Q9UM07. 0.41% of 330,000 active;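 active means percent inhibition above a cutoff equal to the mean of all tested compounds plus 3 SD, cut at about 15% in these data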;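 further: 0% = PAD4 with RCA probe and DMSO and 100% = probe without PAD4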
Fam108B inh – counter-screen for RBBP9 inhibitors: inhibitors of mouse Fam108B | recombinant Fam108B, FP-Rh probe fluorescence polarization | inhibition, % at 9.51 µM | AID 1947 | 0.33% of 300,000 active;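 active means inhibition above the screen mean inhibition plus 3 SD, computed separately per campaign, cut at about 18% in these data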;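 further: inhibitors lower polarization as less probe binds the enzyme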
Active calls of the source: *; . = no result given. Only part of the results is shown; the hit share may differ from the screen's.

The line under a structure holds: PAFAH1B2 FP inh | PAFAH2 FP inh | GSTO1 counter | PAFAH1B3 FP inh | pPAFAH inh | PME-1 primary | LYPLA1 inh | PAD4 FP inh | Fam108B inh
- O=C(NCc1ccc2c(c1)OCO2)c1nc(Cn2cc([N+](=O)[O-])cn2)no1
    1 | 17 | 8 | 6 | -4 | -3 | 2 | -2 | -4
- O=C(NC1CCCc2ccccc21)c1cn2ccccc2n1 (centres undefined)
    -5 | 5 | 7 | -2 | 3 | -3 | 1 | -3 | 2
- O=C(O)C1C2C=CC(C2)C1C(=O)NCCCN1CCCC1=O (centres undefined)
    4 | 2 | 2 | -2 | 7 | 0 | -1 | -2 | -4
- Cc1ccc(C)c(C2=NNC(=O)CC2)c1
    4 | -11 | 6 | 6 | 3 | 4 | 1 | 4 | 0
- CCNS(=O)(=O)c1ccc(CCC(=O)NCc2ccc3c(c2)OCO3)cc1
    1 | 5 | -2 | 7 | -1 | -5 | 2 | -1 | -1
- O=C(CCn1c(=O)sc2ccccc21)NCCN1CCOCC1
    3 | -4 | -5 | 3 | -4 | 2 | 2 | -1 | 5
- Cc1nn(-c2ccc(Cl)cc2Cl)c(C)c1C(=O)O
    6 | 5 | -5 | 6 | 2 | 1 | 2 | -8 | -6
- COc1ccccc1NC(=O)CSc1n[nH]c(Cc2ccccc2)n1
    11 | -2 | -5 | 6 | 1 | 4 | 1 | -5 | -2
- Cc1cccc(C(=O)NC(C(=O)Nc2ccccc2N2CCOCC2)C(C)C)c1 (centres undefined)
    4 | 5 | 16 | 4 | 1 | 1 | 1 | -2 | 3
- CCOC(=O)C1=C(CC)Nc2ccccc2N=C1NC(=O)c1cccc(S(=O)(=O)N2CCOCC2)c1
    2 | 2 | . | -2 | 8 | 1 | 1 | 4 | .

The closing 2 records of the part above are carried over, then new ones follow:
The line under a structure holds: PAFAH1B2 FP inh | PAFAH2 FP inh | GSTO1 counter | PAFAH1B3 FP inh | pPAFAH inh | PME-1 primary | LYPLA1 inh | PAD4 FP inh | Fam108B inh
- Cc1cccc(C(=O)NC(C(=O)Nc2ccccc2N2CCOCC2)C(C)C)c1 (centres undefined)
    4 | 5 | 16 | 4 | 1 | 1 | 1 | -2 | 3
- CCOC(=O)C1=C(CC)Nc2ccccc2N=C1NC(=O)c1cccc(S(=O)(=O)N2CCOCC2)c1
    2 | 2 | . | -2 | 8 | 1 | 1 | 4 | .
- O=C1CSC(c2cccnc2)N1Cc1ccc(Cl)c(Cl)c1 (centres undefined)
    7 | 5 | -3 | 8 | 2 | 3 | 3 | 5 | -1
- Cc1cc(C(=O)CSc2nnc(-c3ccc(Cl)cc3)n2C)c(C)n1CC1CCCO1 (centres undefined)
    1 | -1 | -2 | 7 | -5 | 5 | -2 | -3 | -1
- CC(=O)N1CCCc2cc(S(=O)(=O)N3CCN(c4ccccn4)CC3)ccc21
    5 | 0 | 5 | 9 | 5 | 5 | 1 | -5 | -2
- CC(=O)NCCOC(=O)c1nn(Cc2ccccc2)c(=O)c2ccccc12
    1 | -4 | -5 | -4 | 2 | 6 | 1 | -2 | 1
- CCOC(=O)CN1C(=O)N[C@@H](c2ccccc2)[C@H](C(C)=O)[C@H]1C
    0 | -2 | -9 | 8 | -7 | 3 | 3 | 0 | -1
- Cc1nonc1NC(=O)CSc1cn[nH]n1
    -4 | 8 | -1 | -4 | 10 | 0 | 5 | 2 | 3
- O=C(O)/C=C/C(=O)Nc1ccc(OC(F)(F)F)cc1
    9 | 2 | 1 | 3 | -6 | -5 | 3 | -1 | 2
- O=c1cc(CSc2nnc(-c3cccs3)n2Cc2ccccc2)nc2sc3ccccc3n12
    -2 | 2 | 16 | 8 | 17 | 13 | -5 | -1 | -2
- O=C1OCC2=C1C(c1ccc(Cl)cc1)CC(=O)N2c1ccc(F)cc1 (centres undefined)
    5 | 3 | 8 | 10 | -5 | -9 | 1 | -6 | -1
- O=C(CSc1ncccn1)NCCC1=CCCCC1
    1 | 5 | -6 | 8 | -2 | -3 | -1 | 5 | -4

Next part, starting with the last six of the part before.
The line under a structure holds: PAFAH1B2 FP inh | PAFAH2 FP inh | GSTO1 counter | PAFAH1B3 FP inh | pPAFAH inh | PME-1 primary | LYPLA1 inh | PAD4 FP inh | Fam108B inh
- CCOC(=O)CN1C(=O)N[C@@H](c2ccccc2)[C@H](C(C)=O)[C@H]1C
    0 | -2 | -9 | 8 | -7 | 3 | 3 | 0 | -1
- Cc1nonc1NC(=O)CSc1cn[nH]n1
    -4 | 8 | -1 | -4 | 10 | 0 | 5 | 2 | 3
- O=C(O)/C=C/C(=O)Nc1ccc(OC(F)(F)F)cc1
    9 | 2 | 1 | 3 | -6 | -5 | 3 | -1 | 2
- O=c1cc(CSc2nnc(-c3cccs3)n2Cc2ccccc2)nc2sc3ccccc3n12
    -2 | 2 | 16 | 8 | 17 | 13 | -5 | -1 | -2
- O=C1OCC2=C1C(c1ccc(Cl)cc1)CC(=O)N2c1ccc(F)cc1 (centres undefined)
    5 | 3 | 8 | 10 | -5 | -9 | 1 | -6 | -1
- O=C(CSc1ncccn1)NCCC1=CCCCC1
    1 | 5 | -6 | 8 | -2 | -3 | -1 | 5 | -4
- CC1CCc2nn(CC(=O)NCCCN3CCCCC3)cc2C1 (centres undefined)
    4 | 1 | 3 | 14 | 0 | 5 | 1 | -2 | 0
- COc1ccc(C)cc1NC(=O)C(CCS(C)(=O)=O)NC(C)=O (centres undefined)
    5 | -1 | -1 | -2 | -4 | 2 | 1 | -2 | 2
- Cc1nc(Sc2ccccc2)c(C#N)c(C)c1[N+](=O)[O-]
    -8 | 7 | 2 | 4 | 6 | 3 | 0 | 1 | -1
- CN(C)S(=O)(=O)c1cc(NC(=O)CN2C(=O)NC3(CCCc4ccccc43)C2=O)ccc1Cl (centres undefined)
    -5 | 0 | -6 | 2 | 12 | -4 | -2 | -9 | -10
- COc1cc(C2c3c(oc4ccccc4c3=O)C(=O)N2Cc2ccco2)ccc1O (centres undefined)
    -4 | 8 | -3 | 13 | 0 | 1 | -3 | 2 | -4
- O=C(CSc1nc2ccccc2c(=O)n1-c1ccccc1F)Nc1ccc2c(c1)CCC2
    2 | -6 | -9 | -4 | 2 | -10 | -10 | -1 | -16
- Cc1ccc(-c2nc(CSc3nc4ccccc4c(=O)n3C)cs2)cc1
    0 | -7 | -1 | 2 | 5 | -5 | -4 | 0 | 0
- CCOCc1cnc(C)nc1NCC(=O)c1c(C)[nH]c2ccccc12
    -2 | 5 | 8 | 10 | 4 | -2 | 3 | 2 | 57*
- Cc1noc(C)c1S(=O)(=O)N1CCC(C(=O)N2CCC(N3CCCCC3)CC2)CC1
    -2 | -1 | -1 | 1 | -4 | 3 | -2 | -2 | -4
- CC1(C(=O)N2CCN(C(=O)c3ccco3)CC2)CC1(Br)Br (centres undefined)
    0 | 1 | 7 | 7 | 1 | -2 | -2 | 6 | -2
- O=C(c1ccc2nsnc2c1)N1CCN(c2ccc([N+](=O)[O-])cc2)CC1
    5 | 0 | 3 | 6 | 0 | 11 | 6 | -6 | 2
- COC(=O)Nc1ccc([N+](=O)[O-])cc1OC
    4 | 0 | 10 | 7 | 3 | -2 | 0 | -1 | -3
- CN(C)c1ccc(/C=N/NC(=O)C[n+]2ccccc2)cc1
    2 | -9 | -4 | 10 | -4 | -3 | 4 | -4 | 1
- O=C(N/N=C/c1ccccn1)c1cc(-c2ccncc2)nc2ccccc12
    7 | -2 | 7 | 7 | -1 | -5 | -2 | 5 | -1
- Cc1cc(C)cc(NC(=O)Cn2cc3c(n2)CCCCC3)c1
    . | . | 5 | . | 4 | 2 | -3 | -1 | -1
- Cc1nn2cc(-c3cccc(Cl)c3)cnc2c1Cl
    -1 | 4 | -2 | 9 | 7 | 3 | 3 | 4 | 1
- CCN(CC(=O)NCc1ccc(Cl)cc1)C(=O)CSc1ccccc1
    15 | 8 | -6 | 10 | 13 | 0 | 1 | 2 | 2
- COc1ccc2nc(N3C(=O)CC(Cc4ccc(C)cc4)C3=O)sc2c1 (centres undefined)
    -1 | 7 | -6 | -2 | 0 | -1 | -5 | 1 | 4
- CC(C)Cn1nc(C(=O)Nc2cccc(C(=O)NC3CC3)c2)c2ccccc2c1=O
    3 | 3 | . | 3 | 2 | 1 | 0 | 2 | .
- COc1cccc(CN2CCN(C3CCOCC3)CC2CCO)c1 (centres undefined)
    6 | -3 | 17 | -2 | 6 | 2 | 3 | -6 | -4

Looked up above:
PAFAH1B3 FP inh with `CN(C)S(=O)(=O)c1cc(NC(=O)CN2C(=O)NC3(CCCc4ccccc43)C2=O)ccc1Cl` (centres undefined) stands at 2
PAFAH1B2 FP inh with `CN(C)c1ccc(/C=N/NC(=O)C[n+]2ccccc2)cc1` stands at 2
PAFAH1B2 FP inh with `CCOC(=O)CN1C(=O)N[C@@H](c2ccccc2)[C@H](C(C)=O)[C@H]1C` stands at 0
PAFAH1B3 FP inh with `CC1CCc2nn(CC(=O)NCCCN3CCCCC3)cc2C1` (centres undefined) stands at 14
LYPLA1 inh with `CCOC(=O)C1=C(CC)Nc2ccccc2N=C1NC(=O)c1cccc(S(=O)(=O)N2CCOCC2)c1` stands at 1
GSTO1 counter with `Cc1nonc1NC(=O)CSc1cn[nH]n1` stands at -1

The list goes on.
The line under a structure holds: PAFAH1B2 FP inh | PAFAH2 FP inh | GSTO1 counter | PAFAH1B3 FP inh | pPAFAH inh | PME-1 primary | LYPLA1 inh | PAD4 FP inh | Fam108B inh
- Cc1ccc(-n2c(SCC(=O)Nc3ccc4c5c(cccc35)CC4)nc(O)cc2=O)cc1
    1 | -1 | -1 | 1 | 7 | -12 | -10 | -3 | -6
- CCOc1cc(-c2nc3n(c(=O)c2C#N)CCS3)ccc1O
    2 | -2 | 5 | 10 | 7 | 1 | 1 | 3 | 0
- CCOC(=O)c1cc(NC(=O)c2cccs2)ccc1N1CCOCC1
    -1 | 10 | 5 | 7 | 1 | 3 | 0 | -4 | -1
- Cc1cc(Br)ccc1SCC(=O)OCC(=O)NC1CC1
    19 | 0 | 4 | 4 | 16 | -7 | -5 | -2 | -2
- O=C(/C=C/c1ccc(Cl)c(Cl)c1)N1CCc2ccccc21
    8 | 1 | 1 | 14 | 3 | 1 | -4 | -4 | 0
- O=C(CSC(=S)N1CCCC1)NCCc1ccccc1
    -2 | -4 | -9 | 9 | 6 | 3 | 3 | -1 | 1
- CCOC(=O)c1c(NC(=O)CSc2ccccc2C(=O)O)sc(C)c1C
    -2 | 2 | 0 | 1 | 10 | 5 | 4 | 4 | 4
- CC(Oc1cc2oc(=O)c3c(c2cc1Cl)CCCC3)C(=O)NCCN1CCOCC1 (centres undefined)
    0 | -4 | 12 | 7 | -3 | -1 | -4 | -7 | -3
- CCN(c1cc(C)cc(C)c1)S(=O)(=O)c1nnc(NC(=O)c2ccco2)s1
    1 | 29 | -190 | -1 | 6 | 7 | -3 | -1 | 2
- CCOC(=O)N1CCN(C(=O)c2cn(CCOC)c(=O)c3c2c2ccccc2n3C)CC1
    -4 | -1 | 0 | -2 | 8 | -4 | 2 | 3 | -3
- Cc1ccc(S(=O)(=O)N(C)CC(=O)Nc2ccccc2)cc1
    -1 | 7 | 0 | 3 | 1 | 1 | 3 | -4 | 0
- Cc1c(OC(=O)c2ccc([N+](=O)[O-])cc2)c2c(c[n+]1C)COC(C)(C)OC2
    0 | -3 | -7 | 6 | 4 | 8 | -2 | -2 | 7
